C8 TRAIL sens: viability loss with TRAIL in NB7+C8 cells, primary screen, TRAIL sensitizer project, cell-based, ATPlite luminescence | inhibition (viability loss, TRAIL sensitization), % at 10 µM | 1% of 360,000 active | AID 624354, 2012;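 active = compounds causing at least 50% loss of cell viability in the single-dose screen, relative to plate controls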
COUP-TFII inh: NR2F2 transcriptional activity inhibitors, primary screen, cell-based, luciferase reporter, HEK293T, luminescence; COUP transcription factor 2 (Homo sapiens), P24468; HEK293T NGFI-A luciferase reporter; inhibition, % at 8.6 µM; 0.7% of 370,000 active; AID 686940, 2013;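 active = inhibition above a per-plate cutoff, mean inhibition of test wells between control levels plus 3 SD, cut at about 38% in these data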;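 also: cells cotransfected with COUP-TFII expression vector driving the NGFI-A reporter; 0% = median of COUP-TF2 test wells and 100% = reporter-only cells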
LMP1 NFkB inh: EBV LMP1-driven NF-kappaB luciferase reporter inhibitors, primary screen, cell-based, luminescence, single point; LMP1-induced NF-kappaB luciferase reporter cells; inhibition, % at 12.5 µM; 0.69% of 350,000 active; in the data active = inhibition above about 41%;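 also: 0% = neutral control wells and 100% = reference inhibitor control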
NOD2 RIPK2 PPI: NOD2-RIPK2 binding disruptors in cells, primary screen, fluorescence, CHO cells, BLA complementation; Receptor-interacting serine/threonine-protein kinase 2 (Homo sapiens), O43353; CCF4 ratio; inhibition, % at 4.98 µM; 0.38% of 360,000 active; in the data active = inhibition above about 21%;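 also: 0% = vehicle only and 100% = reference blocker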
SRC1 inh: SRC1 coactivator transcriptional activity inhibitors, primary screen, cell-based, luminescence; Nuclear receptor coactivator 1 (Homo sapiens), Q15788; HEK293 GAL4-SRC1 luciferase reporter; inhibition, % at 3.6 µM; 0.12% of 360,000 active;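 active = inhibition above the campaign mean plus 3 SD, with each screening campaign given its own cutoff, cut at about 60% in these data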;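 also: 0% = DMSO treated cells and 100% = gossypol at 36 µM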
SRC3 inh: SRC3 coactivator transcriptional activity inhibitors, primary screen, cell-based, luminescence; Nuclear receptor coactivator 3 (Homo sapiens), Q9Y6Q9; HEK293 GAL4-SRC3 luciferase reporter; inhibition, % at 3.6 µM; 0.17% of 360,000 active; AID 588352, 2011;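 active = inhibition above a per-campaign cutoff, the mean of all compounds plus 3 SD, cut at about 60% in these data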;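 also: 0% = DMSO-treated cells and 100% = gossypol-treated cells at 36 µM; higher means less SRC3-driven luciferase light from the GAL4 reporter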
SRC2 inh: inhibition of GAL4-SRC2 driven luciferase reporter, primary screen, SRC2 inhibitor project, cell-based, luminescence; inhibition, % at 9 µM; AID 651957, 2012; Nuclear receptor coactivator 2 (Homo sapiens), Q15596; HEK293 GAL4-SRC2 luciferase reporter; 0.17% of 370,000 active;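 active = inhibition above the mean inhibition of all tested compounds plus 3 SD, set per campaign, cut at about 52% in these data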;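 also: 0% = DMSO treated cells and 100% = cells given Gossypol at 36 µM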
TLR9-MyD88 block: inhibitors of TLR9-MyD88 association in cells, primary screen, cell-based, CHO, BLA complementation, fluorescence | inhibition, % at 4.98 µM | 0.21% of 340,000 active | CCF4 FRET ratio | Toll-like receptor 9 (Homo sapiens) + Myeloid differentiation primary response protein …;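 active = inhibition above the mean over all tested compounds plus 3 SD, cut at about 21% in these data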;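 also: 0% = DMSO only wells and 100% = clavulanate BLA inhibitor control wells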
TROY NFkB inh: inhibitors of TROY-driven NF-kB signaling, primary screen, Q293 LMP1-TROYcd cells, NF-kB luciferase, uHTS; Q293 LMP1-TROYcd NF-kB luciferase reporter, 4 h; inhibition, % at 10 µM; 0.98% of 360,000 active; AID 1347056, 2019;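 active = compounds whose plate-normalised and pattern-corrected inhibition of the luciferase reporter signal at the single screening dose is 50% or more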
LRH-1 inv ag: LRH-1 (NR5A2) inverse agonists, primary screen, cell-based, luminescence, HEK293T, StAR-luciferase reporter | Nuclear receptor subfamily 5 group A member 2 (Homo sapiens), O00482 | LRH-1 transfected, 24 h | inhibition, % at 3.6 µM | 0.13% of 360,000 active;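 active = inhibition above the mean inhibition of all tested compounds plus 3 SD, cut at about 73% in these data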;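 also: 0% = DMSO wells and 100% = reporter-only cells lacking LRH-1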
Vif imaging: HIV Vif self-association inhibitors, primary screen, imaging, HEK293T, single point. HEK293T cells, Vif self-association by quenched fluorescence, 24 h. inhibition, % at 7.49 µM. 0.35% of 340,000 active. AID 602346, 2012; in the data active = inhibition above about 50%, passing the limit was not always enough; also: some results filed as inactive read as strong as hits
Numbers without * were called inactive.

`O=C1/C(=C/c2ccco2)Cc2ccccc21` gave C8 TRAIL sens 6, COUP-TFII inh -17, LMP1 NFkB inh 0, NOD2 RIPK2 PPI -5, SRC1 inh -30, SRC3 inh -28, SRC2 inh -46, TLR9-MyD88 block -7, TROY NFkB inh -13, LRH-1 inv ag -19 and Vif imaging 0.
CN1CCC2(CC1)NC(=O)NC2=O was read as C8 TRAIL sens 33, COUP-TFII inh 10, LMP1 NFkB inh 6, NOD2 RIPK2 PPI -3, SRC1 inh -3, SRC3 inh 6, SRC2 inh -21, TLR9-MyD88 block -6, TROY NFkB inh 19 and LRH-1 inv ag -3.
For CCn1c(=O)n(CC)c2cc(N3CCCC3)c(NC(=O)c3ccccc3F)cc21 the results were C8 TRAIL sens 24, COUP-TFII inh 2, LMP1 NFkB inh -5, NOD2 RIPK2 PPI -9, SRC1 inh -11, SRC3 inh 0, SRC2 inh 9, TLR9-MyD88 block -2, TROY NFkB inh -19, LRH-1 inv ag 10 and Vif imaging -10.
Screening CC(C)Oc1ccc(CN2CCC2(C)C(=O)Nc2ccc3c(c2)OCO3)cc1 (stereo not drawn) returned C8 TRAIL sens 0, COUP-TFII inh 5, NOD2 RIPK2 PPI -3, SRC1 inh 3, SRC3 inh 7, SRC2 inh 23, TROY NFkB inh -15, LRH-1 inv ag 3 and Vif imaging 4.
COc1ccc(CC(=O)Nc2nn(C)c3nc4c(C)cccc4cc23)cc1 was read as C8 TRAIL sens 4, COUP-TFII inh 7, NOD2 RIPK2 PPI 6, SRC1 inh 19, SRC3 inh 18, SRC2 inh 32, TROY NFkB inh -9, LRH-1 inv ag 5 and Vif imaging 10.
For Oc1ccc(N2Cc3ccccc3C2)cc1 the results were C8 TRAIL sens -5, LMP1 NFkB inh -5, NOD2 RIPK2 PPI 7, SRC1 inh -9, SRC3 inh -12, TLR9-MyD88 block -13, TROY NFkB inh -8, LRH-1 inv ag -22 and Vif imaging 10.
CCc1ccc(C(=O)OCC(=O)Nc2cccc(S(=O)(=O)NC3=NCCCCC3)c2)cc1 was read as C8 TRAIL sens 23, COUP-TFII inh -2, LMP1 NFkB inh -7, NOD2 RIPK2 PPI -15, SRC1 inh -13, SRC3 inh 9, SRC2 inh 13, TLR9-MyD88 block -47, TROY NFkB inh 21, LRH-1 inv ag 7 and Vif imaging 5.
For CSCCC(NC(C)=O)C(=O)OCC(=O)N(c1ccccc1)c1ccccc1 (stereo not drawn) the results were C8 TRAIL sens 9, COUP-TFII inh 6, LMP1 NFkB inh -4, NOD2 RIPK2 PPI -13, SRC1 inh -5, SRC3 inh -13, SRC2 inh -20, TLR9-MyD88 block -1, TROY NFkB inh -21, LRH-1 inv ag -2 and Vif imaging -6.
For CCN(C(C)=O)c1nnc(CSc2nc3ccccc3s2)s1 the results were C8 TRAIL sens -14, COUP-TFII inh -29, LMP1 NFkB inh 4, NOD2 RIPK2 PPI -2, SRC1 inh -29, SRC3 inh -8, SRC2 inh -4, TLR9-MyD88 block 0, TROY NFkB inh -18, LRH-1 inv ag -11 and Vif imaging 11.
`COc1ccc(C(=O)NCC(=O)NCC2COc3ccccc3O2)cc1` (stereo not drawn) gave C8 TRAIL sens -6, COUP-TFII inh -16, LMP1 NFkB inh -7, NOD2 RIPK2 PPI 1, SRC1 inh -27, SRC3 inh -34, SRC2 inh -5, TLR9-MyD88 block -8, TROY NFkB inh 15, LRH-1 inv ag 7 and Vif imaging -4.
O=C(CCC(=O)N1CCOc2ccc(Cl)cc21)NCCCN1CCC(Cc2ccccc2)CC1 was read as C8 TRAIL sens 22, COUP-TFII inh 8, LMP1 NFkB inh 0, NOD2 RIPK2 PPI -9, SRC1 inh -3, SRC3 inh -19, SRC2 inh 15, TLR9-MyD88 block 11, TROY NFkB inh -3, LRH-1 inv ag -26 and Vif imaging -4.
CC1CC(C)(C)CC2(C1)NC(=O)N(CC(=O)Nc1cc([N+](=O)[O-])ccc1F)C2=O (stereo not drawn) was read as C8 TRAIL sens -3, COUP-TFII inh 12, LMP1 NFkB inh 15, NOD2 RIPK2 PPI 12, SRC1 inh -5, SRC3 inh 5, SRC2 inh 15, TLR9-MyD88 block 2, TROY NFkB inh 4, LRH-1 inv ag 9 and Vif imaging 0.
`COc1ccc(NC(=O)CNS(=O)(=O)c2ccc(Cl)cc2)cc1` gave C8 TRAIL sens -1, COUP-TFII inh 4, LMP1 NFkB inh 2, NOD2 RIPK2 PPI -3, SRC1 inh -16, SRC3 inh -11, SRC2 inh -41, TLR9-MyD88 block 5, TROY NFkB inh -12, LRH-1 inv ag -10 and Vif imaging -9.
Screening CC(=O)N1N=C(c2ccc(C)cc2)CC1c1ccco1 (stereo not drawn) returned C8 TRAIL sens -4, COUP-TFII inh -33, LMP1 NFkB inh -23, NOD2 RIPK2 PPI -6, SRC1 inh -48, SRC3 inh -27, SRC2 inh -8, TLR9-MyD88 block -2, TROY NFkB inh -29, LRH-1 inv ag -37 and Vif imaging -14.
For CCOC(=O)CC1COc2ccccc2N1C(=O)c1cccc([N+](=O)[O-])c1 (stereo not drawn) the results were C8 TRAIL sens 6, COUP-TFII inh -24, LMP1 NFkB inh -5, NOD2 RIPK2 PPI -7, SRC1 inh -38, SRC3 inh -12, SRC2 inh -1, TLR9-MyD88 block -7, TROY NFkB inh -20, LRH-1 inv ag -8 and Vif imaging -2.
O=c1c2ccccc2nc(-c2ccccc2)n1CCCn1ccnc1 was read as C8 TRAIL sens 6, COUP-TFII inh -2, LMP1 NFkB inh -3, NOD2 RIPK2 PPI 0, SRC1 inh -8, SRC3 inh -3, SRC2 inh 8, TLR9-MyD88 block -2, TROY NFkB inh 16 and LRH-1 inv ag 16.
`CCCc1c(C(=O)N/N=C/c2ccc(OC)c(OCc3ccccc3)c2)nnn1-c1nonc1N` gave C8 TRAIL sens 32, COUP-TFII inh -20, LMP1 NFkB inh -20, NOD2 RIPK2 PPI -16, SRC1 inh -17, SRC3 inh -26, SRC2 inh 5, TLR9-MyD88 block -7, TROY NFkB inh -9, LRH-1 inv ag -11 and Vif imaging 0.
Screening O=C(OCc1nnc(-c2ccccc2Br)o1)c1ccco1 returned C8 TRAIL sens 5, COUP-TFII inh 18, LMP1 NFkB inh -2, NOD2 RIPK2 PPI 2, SRC1 inh -1, SRC3 inh 1, SRC2 inh -6, TLR9-MyD88 block -16, TROY NFkB inh -1, LRH-1 inv ag 14 and Vif imaging -3.
For O=C(NCCC(=O)N1CCc2ccccc21)c1ccccc1Cl the results were C8 TRAIL sens 3, COUP-TFII inh -5, LMP1 NFkB inh -4, NOD2 RIPK2 PPI 12, SRC1 inh -8, SRC3 inh -8, SRC2 inh -32, TLR9-MyD88 block -7, TROY NFkB inh 14, LRH-1 inv ag -14 and Vif imaging 1.
`CCOc1ccccc1N1CCN(CC(=O)Nc2ncc(C)s2)CC1` gave C8 TRAIL sens -3, COUP-TFII inh -5, LMP1 NFkB inh 5, NOD2 RIPK2 PPI 2, SRC1 inh 3, SRC3 inh -7, SRC2 inh -13, TLR9-MyD88 block -3, TROY NFkB inh 5, LRH-1 inv ag -9 and Vif imaging 1.
For CC1=CSC2=NC(=O)/C(=C/c3cccc(OC(=O)c4ccco4)c3)C(=N)N12 the results were C8 TRAIL sens 3, COUP-TFII inh -5, LMP1 NFkB inh 7, NOD2 RIPK2 PPI -3, SRC1 inh -6, SRC3 inh -4, SRC2 inh -14, TLR9-MyD88 block 2, TROY NFkB inh -31, LRH-1 inv ag -17 and Vif imaging 2.
`CCOC(=O)C1C(=O)CC(C)(O)C(C(=O)OCC)C1c1ccc(OCC)cc1` (stereo not drawn) gave C8 TRAIL sens 12, COUP-TFII inh 2, LMP1 NFkB inh 7, NOD2 RIPK2 PPI 3, SRC1 inh 3, SRC3 inh 16, SRC2 inh -24, TLR9-MyD88 block -4, TROY NFkB inh -5, LRH-1 inv ag 12 and Vif imaging -5.
Screening NC(=O)c1nnn(-c2nonc2N)c1-c1ccc([N+](=O)[O-])cc1 returned C8 TRAIL sens -6, COUP-TFII inh 9, LMP1 NFkB inh 2, NOD2 RIPK2 PPI -10, SRC1 inh -11, SRC3 inh -8, SRC2 inh -7, TLR9-MyD88 block 11, TROY NFkB inh 2, LRH-1 inv ag -3 and Vif imaging 6.
`CCC1=C(OC(=O)N(CC)CC)N2C(=O)OC(=NCCc3c[nH]c4ccccc34)[C@]2(C)[C@H]2C1=CC[C@H]1C(=O)NC(=O)[C@H]12` gave C8 TRAIL sens -22, COUP-TFII inh -1, LMP1 NFkB inh 2, NOD2 RIPK2 PPI 5, SRC1 inh -10, SRC3 inh 2, SRC2 inh 6, TLR9-MyD88 block -1, TROY NFkB inh 1, LRH-1 inv ag 0 and Vif imaging 1.
For O=[n+]1cc(-c2ccc(F)cc2)n([O-])c2c1CCC2 the results were C8 TRAIL sens -7, COUP-TFII inh 12, LMP1 NFkB inh -6, NOD2 RIPK2 PPI 5, SRC1 inh -11, SRC3 inh 16, SRC2 inh 5, TLR9-MyD88 block 5, TROY NFkB inh 1, LRH-1 inv ag -3 and Vif imaging 27.
`Cc1ccc(SCc2cc(=O)n3[nH]cnc3n2)cc1` gave C8 TRAIL sens -5, COUP-TFII inh 7, LMP1 NFkB inh -5, NOD2 RIPK2 PPI -3, SRC1 inh 4, SRC3 inh -2, SRC2 inh -15, TLR9-MyD88 block -7, TROY NFkB inh -13 and LRH-1 inv ag 4.
Screening CCN1CCN(c2ccc(NC(=O)c3ccc4c(c3)OCO4)cc2)CC1 returned C8 TRAIL sens -11, COUP-TFII inh -20, LMP1 NFkB inh -13, NOD2 RIPK2 PPI -3, SRC1 inh -67, SRC3 inh -55, SRC2 inh -48, TLR9-MyD88 block -3, TROY NFkB inh -84, LRH-1 inv ag -65 and Vif imaging -9.
For CN(CC(=O)Nc1ccc(N2CCOCC2)cc1)C(=O)CCNC(=O)c1ccc(Br)cc1 the results were C8 TRAIL sens 2, COUP-TFII inh 12, LMP1 NFkB inh -1, NOD2 RIPK2 PPI 5, SRC1 inh -6, SRC3 inh 9, SRC2 inh -15, TLR9-MyD88 block 8, TROY NFkB inh -6, LRH-1 inv ag 4 and Vif imaging -1.
Screening CCOc1ccccc1C(=O)NCC(=O)NCC(c1ccc(OC)cc1)N1CCOCC1 (stereo not drawn) returned C8 TRAIL sens -7, COUP-TFII inh -12, LMP1 NFkB inh 1, NOD2 RIPK2 PPI 2, SRC1 inh -27, SRC3 inh 0, SRC2 inh 9, TLR9-MyD88 block -5, TROY NFkB inh -6, LRH-1 inv ag -16 and Vif imaging -1.

Source: PubChem BioAssay

Only part of the results is shown; count on the stated rates, not on these rows.
